Assay outcomes as filed in PubChem BioAssay.
MITF inh – inhibitors of human MITF; O75030; AlphaScreen MITF homodimerization, bead proximity signal; inhibition, % at 2.6 µM; 0.91% of 650,000 active; AID 1259374; in the data active = inhibition above about 50%;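 also: 0% = vehicle wells with protein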
TEAD-YAP block – TEAD-YAP interaction inhibition. HEK-TIYL cells, TEAD-Gal4/YAP UAS-luciferase luminescence. inhibition, % at 9.12 µM. 1.4% of 640,000 active; in the data active = inhibition above about 32%;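 also: 0% = median of test compound wells and 100% = reference inhibitor wells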
GPR151 ag – human GPR151 activation. Q8TDV0. PathHunter beta-arrestin GPR151 cells, luminescence. activation, % at 11.2 µM. 1% of 650,000 active. AID 1508602; in the data active = activation above about 4.9%;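 also: 0% = median of compound wells and 100% = cells with positive control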
Target sequence (Q8TDV0 whole entry, looked up): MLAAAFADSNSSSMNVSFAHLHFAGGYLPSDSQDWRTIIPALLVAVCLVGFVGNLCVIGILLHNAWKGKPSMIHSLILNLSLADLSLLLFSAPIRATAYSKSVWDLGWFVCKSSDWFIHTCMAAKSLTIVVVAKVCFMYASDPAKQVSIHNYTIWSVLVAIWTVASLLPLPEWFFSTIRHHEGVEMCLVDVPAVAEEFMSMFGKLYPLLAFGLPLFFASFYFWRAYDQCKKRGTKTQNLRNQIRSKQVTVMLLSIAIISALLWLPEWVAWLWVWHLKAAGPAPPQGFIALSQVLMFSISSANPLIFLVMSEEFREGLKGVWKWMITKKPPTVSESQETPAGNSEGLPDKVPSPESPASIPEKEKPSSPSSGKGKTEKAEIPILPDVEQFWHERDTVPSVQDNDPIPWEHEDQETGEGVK
FBW7 act – activators of human E3 ligase FBW7; Q969H0; AlphaScreen FBW7–phospho-cyclin E peptide binding, activator screen; 0.13% of 650,000 active; normalized activity (activation), % at 26.1 µM; in the data active = normalized activity above about 1.9%;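 also: purified mutant Fbw7 with reduced substrate affinity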
Target sequence (Q969H0 whole entry, looked up): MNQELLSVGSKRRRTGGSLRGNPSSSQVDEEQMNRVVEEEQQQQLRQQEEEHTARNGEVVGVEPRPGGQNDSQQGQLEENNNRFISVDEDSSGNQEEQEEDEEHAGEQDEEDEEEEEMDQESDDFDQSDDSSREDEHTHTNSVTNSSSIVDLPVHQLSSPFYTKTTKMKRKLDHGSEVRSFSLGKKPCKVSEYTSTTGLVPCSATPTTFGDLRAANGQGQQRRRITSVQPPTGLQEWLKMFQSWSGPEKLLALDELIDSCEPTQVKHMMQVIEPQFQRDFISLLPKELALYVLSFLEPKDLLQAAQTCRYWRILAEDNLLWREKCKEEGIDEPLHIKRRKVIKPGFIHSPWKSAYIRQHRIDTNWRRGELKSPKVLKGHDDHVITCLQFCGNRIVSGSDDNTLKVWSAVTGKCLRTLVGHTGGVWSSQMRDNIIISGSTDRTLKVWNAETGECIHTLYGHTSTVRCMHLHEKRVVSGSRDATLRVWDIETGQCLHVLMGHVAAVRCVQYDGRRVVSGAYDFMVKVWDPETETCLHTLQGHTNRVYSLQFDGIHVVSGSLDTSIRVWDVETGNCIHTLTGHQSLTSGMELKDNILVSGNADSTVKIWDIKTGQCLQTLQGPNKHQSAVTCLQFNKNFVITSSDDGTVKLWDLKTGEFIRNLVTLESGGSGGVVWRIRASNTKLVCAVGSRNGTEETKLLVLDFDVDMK
The depositor's hits bear a star.

SMILES | MITF inh | TEAD-YAP block | GPR151 ag | FBW7 act
CCOC(=O)c1ccc(N2C(=O)CC(NCc3ccc(Cl)cc3)C2=O)cc1 (configuration not stated) | 23.1 | 5.4 | -1.3 | 0.3
Cc1ccc(C(=O)Nc2cccc(C)n2)c(Cl)c1 | -4.5 | -22.2 | -1.5 | 0.1
O=C(NNC(=S)NC(=O)c1cc2ccccc2oc1=O)c1ccc(Br)cc1 | 10.7 | -1.4 | -0.8 | 0.2
CCOc1ccc(-c2[nH]nc3c2C(c2ccc(Cl)cc2)C(C#N)=C(N)O3)c(OCC)c1 (configuration not stated) | 7.4 | -4.7 | -1.2 | -0.1
CCCCOc1ccc(C(=O)Nc2ccc3nc(SCC(=O)Nc4cc(Cl)ccc4C)sc3c2)cc1 | 14.4 | -1.0 | 0.1 | -0.1
c1cc(-n2cnc3c(NCCN4CCOCC4)nc(NCCN4CCOCC4)nc32)cs1 | 4.1 | 16.3 | 1.3 | 0.1
O=C(NC(=O)C(Cl)(Cl)Cl)Nc1ccccc1[N+](=O)[O-] | 4.9 | 1.7 | 2.7 | 0.1
CCC(C)NC(=O)c1cnn2c(C(F)(F)F)cc(-c3cccc(OC)c3)nc12 (configuration not stated) | 17.8 | 1.1 | -0.5 | 0.3
COc1cccc(OC)c1C(=O)Nc1c2c(nn1-c1ccc(C)cc1)CS(=O)C2 (configuration not stated) | 19.7 | 1.8 | -1.7 | -0.1
COC(=O)c1ccc(C2C3=C(CC(C)(C)CC3=O)N(c3ccccc3F)C3=C2C(=O)CC(C)(C)C3)cc1 | 5.5 | 7.7 | 0.2 | 0.0
Cc1ccc(-c2nc(N)sc2C)cc1 | 4.0 | -31.6 | 1.9 | -0.1
CC(C)(C)OC(=O)N1Cc2ccccc2C[C@@H]1C(=O)N1CCC(C(=O)Nc2ccc3[nH]ncc3c2)C1 (some centres not stated) | 12.1 | -0.6 | 0.1 | 0.0
Cc1ccc(C)c(NC(=O)CCC(=O)N/N=C/c2ccc(N(C)C)cc2)c1 | -4.8 | 4.2 | 2.3 | -0.1
O=C(N=c1scc(-c2ccc(Cl)cc2)n1Cc1ccco1)c1ccccc1 | -0.3 | -2.7 | -0.6 | 0.0
CC(NC(=O)C(=O)NC1CCCCC1)C(c1cccs1)N1CCN(C)CC1 (configuration not stated) | -12.3 | 5.9 | 2.6 | 0.0

A second format for 4 compounds above:
Order of values: MITF inh, TEAD-YAP block, GPR151 ag, FBW7 act
COc1cccc(OC)c1C(=O)Nc1c2c(nn1-c1ccc(C)cc1)CS(=O)C2 (configuration not stated)
 : 19.7, 1.8, -1.7, -0.1
COC(=O)c1ccc(C2C3=C(CC(C)(C)CC3=O)N(c3ccccc3F)C3=C2C(=O)CC(C)(C)C3)cc1
 : 5.5, 7.7, 0.2, 0.0
Cc1ccc(-c2nc(N)sc2C)cc1
 : 4.0, -31.6, 1.9, -0.1
CC(C)(C)OC(=O)N1Cc2ccccc2C[C@@H]1C(=O)N1CCC(C(=O)Nc2ccc3[nH]ncc3c2)C1 (some centres not stated)
 : 12.1, -0.6, 0.1, 0.0

Laid out differently: entries from further up.
| Molecule | MITF inh | TEAD-YAP block | GPR151 ag | FBW7 act |
| --- | --- | --- | --- | --- |
| Cc1ccc(-c2nc(N)sc2C)cc1 | 4.0 | -31.6 | 1.9 | -0.1 |
| O=C(N=c1scc(-c2ccc(Cl)cc2)n1Cc1ccco1)c1ccccc1 | -0.3 | -2.7 | -0.6 | 0.0 |

New compounds follow
SMILES | MITF inh | TEAD-YAP block | GPR151 ag | FBW7 act
CCN(CC)c1ccc(NC2=CC(=O)c3ccccc3C2=O)cc1 | 10.4 | -55.5 | -1.2 | -0.7
CCCC1O[C@@H]2CC3C4CCC5=CC(=O)C=CC5(C)C4[C@@H](O)CC3(C)[C@]2(C(=O)CO)O1 (some centres not stated) | -0.8 | 8.3 | -0.8 | 0.3
COC(=O)c1c(NC(=O)CN2C(=O)NC3(CCCCCCC3)C2=O)sc2c1CCC2 | -12.3 | -3.6 | -0.6 | 0.2
COc1ccc(S(=O)(=O)N(C)C(C)C(O)c2ccccc2)cc1 (configuration not stated) | 6.3 | 0.1 | -1.1 | -0.1
COC(=O)c1cccc(N2C(=O)c3ccc(NC(=O)c4ccc(Br)cc4)cc3C2=O)c1 | -9.9 | 9.8 | 0.5 | 0.3
O=C(CSCCSCC(=O)N1CCc2ccccc21)N1CCc2ccccc21 | -1.0 | 7.1 | -0.1 | -0.1
O=C(NN1CCOCC1)c1sc2ccccc2c1Cl | 21.5 | 4.2 | -0.7 | 0.8
Cc1ccc(C(=O)NCC2CC(=O)N(c3ccc4c(c3)OCO4)C2)cc1 (configuration not stated) | 15.5 | -9.6 | -0.4 | 0.1
N#Cc1c(NC(=O)c2nn3c(C(F)(F)F)cc(-c4ccco4)nc3c2Br)sc2c1CCCC2 | 2.6 | -3.8 | -1.4 | 0.0
Cc1nc2ccccn2c1C(=O)N1CCn2c1nc1ccccc12 | -2.7 | 3.6 | -0.8 | 0.0
COc1ccc(NC(=O)CN2CCN(c3ccccn3)CC2)c(OC)c1 | 19.8 | 5.1 | 1.5 | 0.1
COCCNC(=O)COc1ccc(C)cc1C | 9.1 | -6.1 | -0.5 | 0.7
CCOc1ccccc1C1NC(=O)NC(C)=C1C(=O)OC(C)C(C)(C)C (configuration not stated) | -11.5 | -9.9 | -1.4 | 0.1
O=C(c1ccccc1)N(c1ccccn1)c1ccccn1 | -0.3 | -5.5 | 0.6 | 0.6
CCCCCCc1ccc(C(=O)Nc2ccc(C)cc2Br)cc1 | 5.9 | 4.5 | 0.0 | 0.1
CCC(C)(C)n1nnnc1C(c1cccs1)N1CCCC(C)C1 (configuration not stated) | -2.2 | -4.5 | -0.2 | 0.0
CNC(=O)c1ccc(-c2cc(OC)c(OC)c(OC)c2)nc1NCCOC | 18.0 | -5.8 | -0.7 | 0.3
COc1ccc(N2C(=O)CSC2c2ccc(F)cc2)cc1 (configuration not stated) | 7.8 | -13.1 | 0.4 | -0.1
O=[N+]([O-])c1cc(S(=O)(=O)Nc2ccc(O)c(Sc3nc4ccccc4s3)c2)ccc1Cl | 20.5 | -11.9 | -0.5 | 1.1
CCC(=O)Oc1ccc2c(C)c(Cl)c(=O)oc2c1 | -1.8 | 4.7 | 1.6 | 0.1
CCCNC(=O)C1Sc2nnc(-c3ccccc3)n2NC1c1ccc(OCC)cc1 (configuration not stated) | -0.8 | -1.4 | 0.4 | 0.0
CCOC(=O)C1CCN(c2c([N+](=O)[O-])c(=O)n(-c3ccccc3)c3ccccc23)CC1 | -1.6 | 1.9 | -1.0 | -0.2
Cc1cccn2cc(CSc3nc4ccccc4[nH]3)nc12 | 9.1 | -51.3 | -2.1 | 0.2
CCOC(=O)c1cc(S(=O)(=O)N2CCN(c3cccc(C(F)(F)F)c3)CC2)cn1C | 9.8 | 7.6 | 0.1 | 0.2
CN(Cc1ccccc1)Cc1ccc(Br)o1 | 38.8 | 2.4 | 0.3 | -0.1
COC(=O)CN1C(=O)C(O)=C(C(C)=O)C1c1ccc(O)cc1 (configuration not stated) | 11.0 | 1.1 | 0.3 | -0.3
CCOc1ccc(Nc2nc(C)c([N+](=O)[O-])c(N(C)c3ccccc3)n2)cc1 | 14.0 | 1.4 | 0.1 | -0.1
COc1ccc(N(C)Cc2ncccc2Oc2nc(OC)cc(OC)n2)cc1 | 9.2 | 6.8 | -0.8 | -0.3
c1ccc(C(OCCN2CCOCC2)(c2ccccc2)c2ccccc2)cc1 | 4.2 | 11.6 | -0.9 | -0.1
O=C(NCc1ccc2c(c1)OCO2)c1ccc2c(=O)n(CCCN3CCCC3=O)c(=S)[nH]c2c1 | -4.4 | -5.0 | 1.6 | 0.1
Cc1ccc(C)n1CCCC(=O)Nc1ccc(N2CCOCC2)cc1 | 9.7 | -3.3 | -0.8 | -0.2
COc1ccc(CCNC(=O)/C=C/c2ccc(C)cc2)cc1OC | 6.7 | -4.6 | 0.3 | 0.8
O=C(CCN1C(=O)C2C3C=CC(C3)C2C1=O)NCC1CCCO1 (configuration not stated) | 16.7 | -5.1 | -0.2 | -0.1
O=C1CC(c2ccc(I)cc2)c2ccc3ccccc3c2N1 (configuration not stated) | 4.8 | 2.2 | -0.4 | -0.1
Cc1cc(=O)nc2c3ccccc3n(CC(=O)NCCc3ccccc3)n12 | -1.2 | -6.1 | 0.1 | 0.0
COc1ccc(OC)c(/C=N/Nc2nc3ccccc3s2)c1 | -5.4 | -14.1 | -0.4 | -0.1
Fc1ccc(CNc2c(-c3ccco3)nc3cnccn23)cc1 | 9.4 | -14.0 | -0.2 | 0.3
Nc1c(C(=O)NC2CCCC2)cc([N+](=O)[O-])cc1[N+](=O)[O-] | -8.7 | 2.0 | 1.2 | 0.7
CN(Cc1ccccc1)C(=O)CCNS(=O)(=O)c1ccc2[nH]c(=O)ccc2c1 | 7.7 | 0.0 | -0.1 | 0.2
Cn1cnnc1SCC(=O)Nc1cccc(Cl)c1Cl | 4.0 | 6.5 | -0.2 | 0.4
CCCCCCCCN1C(=O)C(O)C(O)C1=O (configuration not stated) | 35.7 | 7.8 | 2.0 | 0.0
CC1=C(C)C(=O)C(N2CCOCC2)=CC1=O | 11.4 | -1.3 | 0.8 | 0.0
N#Cc1nc(-c2ccc(Cl)cc2)oc1N1CCCCC1 | 11.9 | 5.7 | 0.6 | -0.1
CCOC(=O)CNC(=O)C1CCCN(c2ncccn2)C1 (configuration not stated) | -2.9 | -11.6 | 0.1 | 0.0
CCn1c(SCC(=O)Nc2ccc(NC(C)=O)cc2)nnc1-c1ccccn1 | 1.6 | 9.8 | 0.8 | -0.3
CC(=O)c1ccc(NC(=O)N2CCOCC2)cc1 | -0.5 | -9.5 | -0.6 | -0.3
CCn1c(=O)cc(SCC(=O)N2CCN(c3cccc(C)c3C)CC2)c2ccccc21 | -6.2 | -2.9 | 0.4 | -0.2
O=C(/C=C/c1ccccc1[N+](=O)[O-])NC1CCCCCC1 | 2.7 | -69.5 | -1.8 | -0.2
Fc1cccc(Nc2nc(Cl)nc(Cl)n2)c1 | 7.1 | 2.2 | 0.9 | 0.2
CCC(=O)Nc1nnc(SCC(=O)Nc2cccc(C(F)(F)F)c2)s1 | -2.3 | 8.7 | -0.4 | 0.2
CCc1nnc(NC(=O)Cn2nc(-c3ccccc3OC)ccc2=O)s1 | 0.5 | -7.8 | 4.4 | -0.3
O=C(Nc1ccc(-c2nnn(CC(=O)N3CCOCC3)n2)cc1)c1cccs1 | 17.3 | 2.6 | -0.9 | 0.0
COc1ccc(OC)c(S(=O)(=O)NCc2nn(-c3ccccc3)nc2C)c1 | -4.2 | 6.6 | 0.0 | 0.0
COc1cc2nc(NCCCOC(C)C)n3nc(-c4ccccc4)nc3c2cc1OC | 0.1 | 7.2 | 0.5 | 0.2
CCC(C)NC(=O)C1CCCN(Cc2nc(-c3ccc(Cl)cc3)oc2C)C1 (configuration not stated) | 16.9 | 5.3 | 1.2 | 0.0
Nc1nonc1-n1nnc(C(=O)O)c1CSc1nc2ccccc2o1 | 19.8 | -2.3 | -1.2 | -0.8
CC1CCCC(NC(=O)c2cnc(N3CCN(c4ncccn4)CC3)c3ccccc23)C1C (configuration not stated) | -1.1 | 28.3 | 3.7 | 0.0
CCOc1ccc2nc(NCCNS(=O)(=O)c3ccccc3F)c(C#N)cc2c1 | -8.1 | -4.8 | -0.2 | 0.3
Cc1cc([N+](=O)[O-])nn1CC(=O)Nc1ccccn1 | -4.5 | -1.9 | 0.4 | -0.2
Cn1c(=NC(=O)c2ccc([N+](=O)[O-])cc2)sc2cccc(F)c21 | 21.9 | 3.2 | -0.8 | 0.5
The list continues:
SMILES | MITF inh | TEAD-YAP block | GPR151 ag | FBW7 act
CCOC(=O)c1ccsc1NC(=O)c1ccccc1 | -3.9 | -2.4 | -0.3 | -0.1
CCN1CCN(c2cc(C)c3cc(F)ccc3n2)CC1 | -6.9 | -6.6 | 0.2 | -0.4
CC(=O)NC1=NN(C(C)=O)C(c2ccc(OCc3ccccc3)cc2)S1 (configuration not stated) | 10.9 | 9.6 | 0.5 | 0.2
COc1ccccc1CNC(=O)CC1Nc2c3ccccc3nc(=S)n2C1=O (configuration not stated) | 3.5 | 8.3 | -1.3 | 0.2
Cc1ccc(S(=O)(=O)Nc2cc(C)c(O)c(C)c2Cl)cc1 | 9.7 | 7.1 | -0.6 | -0.1
CN(C)CCNC(=O)C(=O)NCC1OCCN1S(=O)(=O)c1cc(F)ccc1F (configuration not stated) | -4.5 | 1.6 | -2.2 | -0.1
C=CCNC(=O)CN1CCC(NC(=O)C23CC4CC(CC(C4)C2)C3)CC1 | 20.1 | -11.2 | 0.6 | 0.1
O=C(Nc1ccc(-c2nc3ccccc3s2)cc1)c1ccc2c(c1)OCCO2 | 3.7 | -17.6 | -0.5 | -0.1
CCN(CC)C(=O)C(=O)NC(C)C(c1cccs1)N1CCN(c2ccccc2F)CC1 (configuration not stated) | -15.9 | -3.1 | 0.1 | 0.0
Cc1cc(N2CCC(C(=O)Nc3ccc(F)cc3F)CC2)nc(N)n1 | 9.0 | 1.2 | 0.3 | 0.0
COc1ccc2ccccc2c1CNC(=O)CC1C(=O)NCCN1CC(C)C (configuration not stated) | 8.8 | 2.4 | 0.2 | 0.1
COc1ccc(CCn2nnnc2C(C(C)C)N2CCN(C3CCCC3)CC2)cc1OC (configuration not stated) | 3.1 | 13.1 | -0.4 | 0.3
CC(C)(C)c1ccc(OCC(=O)O/N=C(\N)c2ccncc2)c(Br)c1 | -8.2 | -50.4 | 0.1 | 0.0
CCN(Cc1ccccc1)S(=O)(=O)c1ccc(F)c(C(=O)Nc2ccccc2OC)c1 | -7.8 | -6.2 | 0.6 | -0.1
COc1ccccc1NC(=O)C1Sc2nnc(C)n2NC1c1ccc(Cl)cc1 (configuration not stated) | 8.5 | -0.7 | -0.6 | 0.0
